Compound activity from PubChem BioAssay.
IMPase Li inh: IMPase inhibition in cells with lithium potentiation; CHO-M1 cells, IP1 TR-FRET (IP-One), carbachol + lithium; Potency, µM (titrated, usually from 59.4 µM), inactives show at the top dose activity, negative = IMPase inhibition, hits mostly inhibitors; hit rate 0.35% among 210,000; AID 1457;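 further: IP1 builds up when IMPase is blocked and the TR-FRET signal falls; plate controls were basal vehicle for no effect and high inhibitor control for full effect; nearly all actives have a fitted effect of over 50% in size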
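CHO-M1, 2000 cells/well, 16–30 h culture; cpd + low Li+, 30 min 37C; lysis with d2-IP1/Eu-anti-IP1 Ab, 10 min RT; TR-FRET 665/620 ratio and 620 channel; AC50 via Hill.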
RECQ1 inh: inhibitors of human RECQ1 DNA helicase; AID 2549; Potency, µM (highest dose often 57.3 µM), inactives show top-dose activity, negative = inhibition, actives largely listed as inhibitors; RECQ1 DNA unwinding, red fluorescence kinetic read; hit rate 0.54% among 240,000; P46063;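 further: plate controls were vehicle for no effect and no enzyme for full effect; nearly all actives have a fitted effect of over 30% in size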
Target sequence (P46063 whole entry, looked up): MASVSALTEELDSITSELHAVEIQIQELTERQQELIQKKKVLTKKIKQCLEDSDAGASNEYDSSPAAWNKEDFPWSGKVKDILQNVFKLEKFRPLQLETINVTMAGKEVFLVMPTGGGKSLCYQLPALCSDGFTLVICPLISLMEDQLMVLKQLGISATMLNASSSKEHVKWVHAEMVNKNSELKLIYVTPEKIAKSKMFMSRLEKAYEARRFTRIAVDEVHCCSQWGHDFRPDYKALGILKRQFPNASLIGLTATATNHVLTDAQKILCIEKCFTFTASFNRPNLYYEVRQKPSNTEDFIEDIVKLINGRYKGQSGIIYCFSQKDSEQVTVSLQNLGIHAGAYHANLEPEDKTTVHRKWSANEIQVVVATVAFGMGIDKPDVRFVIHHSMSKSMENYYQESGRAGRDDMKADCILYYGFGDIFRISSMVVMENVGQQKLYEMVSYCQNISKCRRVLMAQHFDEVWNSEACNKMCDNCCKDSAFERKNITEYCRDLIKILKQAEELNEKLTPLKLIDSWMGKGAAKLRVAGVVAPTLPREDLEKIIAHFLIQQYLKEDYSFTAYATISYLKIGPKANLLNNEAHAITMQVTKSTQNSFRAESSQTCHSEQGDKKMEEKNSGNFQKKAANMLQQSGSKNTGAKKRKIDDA
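RECQ1T1 50 nM; forked duplex (20 bp + 30-nt ss tails) 200 nM, ATP 2 mM final; pH 8.0, 2 mM MgCl2, 2.5 ug/ml poly(dI-dC); 15 min compound preincubation; discontinuous kinetic read over 2 h at RT.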
SMN2 splice enh: SMN2 splice variant enhancement. HEK293 SMN2-luciferase splicing reporter, luminescence, 30-36 h. Potency, µM (series often up to 46.1 µM), for the others: at the top dose activity change, positive = activation, most hits filed as activators. hit rate 2.8% among 210,000. AID 1458; further: % of control where 0% means no effect; nearly all actives have a fitted effect of over 55% in size
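qHTS luciferase splicing reporter: luminescence rises when SMN2 exon 7 is included in transfected HEK293 cells. Compound exposure lasted 30-36 h at 37C, with 4.5 mM final sodium butyrate as control, followed by a ONE-Glo read.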
Epigenetic derep: regulators of epigenetic silencing causing reporter derepression in mouse cells; murine LDR cells, GFP reporter derepression, 30 h; Potency, µM (series often up to 53.9 µM), for the others: at the top dose GFP activation, hits mostly activators; hit rate 0.2% among 280,000; further: % of control where 0% means no effect; nearly all actives have a fitted effect of over 60% in size
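Readout is the number of GFP-expressing murine LDR cells, counted by cytometry following washing. Cells were treated with compound for 30 h at 37 C; the stably integrated CMV-GFP locus is normally silent.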
NPSR antag: blocks cAMP signaling of the human neuropeptide S receptor; Q6W5P4; CHO-NPSR cells, cAMP TR-FRET, antagonist mode; Potency, µM (doses to about 38.3 µM), inactives show top-dose activity change, negative = inhibition, most hits filed as inhibitors; hit rate 1% among 220,000; AID 1461; further: on the % scale 0 is the no-effect control and ±100 the full control effect; nearly all actives have a fitted effect of over 50% in size; many of its hits are not listed in these tables
Target sequence (Q6W5P4 whole entry, looked up): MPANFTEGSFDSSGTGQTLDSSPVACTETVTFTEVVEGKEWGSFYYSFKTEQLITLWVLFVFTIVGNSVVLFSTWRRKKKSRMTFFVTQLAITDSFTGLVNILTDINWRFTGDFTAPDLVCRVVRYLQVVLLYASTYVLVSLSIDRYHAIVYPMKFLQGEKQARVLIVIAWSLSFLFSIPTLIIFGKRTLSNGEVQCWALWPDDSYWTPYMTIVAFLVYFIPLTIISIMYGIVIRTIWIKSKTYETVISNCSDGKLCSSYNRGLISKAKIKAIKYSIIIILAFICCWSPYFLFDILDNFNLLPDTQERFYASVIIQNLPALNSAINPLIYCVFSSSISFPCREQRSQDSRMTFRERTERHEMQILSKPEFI
Luc counter: blocks Kinase-Glo luciferase, a counter-screen artifact; AID 1379; Potency, µM (series often up to 38.3 µM), for inactives: top-dose activity change, negative = inhibition, actives largely listed as inhibitors; Kinase-Glo luciferase, ATP luminescence, 8 min; hit rate 0.28% among 200,000; Q27757; further: on the % scale 0 is the no-effect control and ±100 the full control effect; nearly all actives have a fitted effect of over 60% in size
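Kinase-Glo luciferase light output from ATP and luciferin was measured with 10 uM ATP, within the enzyme's linear range. Buffer: 50 mM imidazole pH 7.2, 50 mM KCl, 7 mM MgCl2, 0.01% Tween 20, 0.05% BSA; luminescence read after 8 min at ambient temperature.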
RGS12 GoLoco inh: blocks human Gai1 binding to RGS12 GoLoco peptide, red readout. P63096. Gai1:RGS12 GoLoco peptide FP, rhodamine, 10 min. Potency, µM (series often up to 61.6 µM), for the others: at the highest dose activity, negative = inhibition, most hits filed as inhibitors. hit rate 0.44% among 230,000. AID 880; active means well fitted inhibition curve with a large enough effect, not every such curve was filed as active; inactive means no such curve, though single readings can be large or run the other way; further: on the % scale 0 is the no-effect control and ±100 the full control effect; nearly all actives have a fitted effect of over 30% in size; many of its hits are not listed in these tables
JMJD2E inh: blocks human JMJD2E demethylase activity | B2RXH2 | JMJD2E catalytic domain, FDH-coupled NADH fluorescence (FDH is formaldehyde dehydrogenase) | Potency, µM (highest dose often 57.1 µM), inactives show at the highest dose activity change, negative = inhibition, most hits filed as inhibitors | hit rate 1.6% among 230,000 | AID 2147; active means well fitted inhibition curve with a large enough effect, not every such curve was filed as active; inconclusive means small, poorly fitted or top-dose-only effect, or another doubt; inactive means no such curve, though single readings can be large or run the other way;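 further: 0% = wells with enzyme and -100% = buffer wells without enzyme; nearly all actives have a fitted effect of over 50% in size; many of its hits are not listed in these tables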
Active calls of the source: *; i = inactive; ? = inconclusive; . = no result given; [ ] = remark or other dose. Unless noted, the call rests on the fitted dose curve; in most records, active means well fitted curve in the direction sought with a large enough effect; inconclusive means small, poorly fitted or top-dose-only effect, or another doubt; inactive means no such curve, though single readings can be large; an effect the other way counts as inactive or inconclusive. Potency means the concentration at half of the fitted maximal effect.

1	COc1ccc(NC(=O)NC(C)C2CC3CCC2C3)cc1 (stereo unspecified)
2	CC/C(Cc1ccccc1)=N\NC(=O)c1cc(C)oc1C
3	N#CC1(C#N)[C@@H](C(=O)C23CC4CC(CC(C4)C2)C3)C12CCOCC2
4	Cc1c(-c2c(C#N)c(N)nc3c2CCCCCC3)cnn1C
5	CCn1cc(C2C(C(=O)Nc3cc(C)ccn3)=C(C)NC3=C2C(=O)CC(C)(C)C3)c(C)n1 (stereo unspecified)
6	COc1ccc(-c2csc(NC(=O)C3COc4ccccc4O3)n2)cc1OC (stereo unspecified)
7	O=C(NC(=S)N1CCCCCC1)c1ccccc1Cl
8	CCOC(=O)c1cnc(SCC(=O)Nc2nc(C)c(C)s2)nc1N
9	O=C(O)c1ccc(C(=O)c2ccccc2C(=O)O)cc1C(=O)O
10	Cn1cc(/C=N/Nc2ccccc2)c2ccccc21

assay / compound,1,2,3,4,5,6,7,8,9,10
IMPase Li inh,4%,7%,3%,-6%[38.3 µM],-4%,21%,3%,-2%[38.3 µM],2%,-2%
RECQ1 inh,i,-9%,-5%,i,-7%,-19%,-4%,i,.,i
SMN2 splice enh,.,11%,-10%,-11%,3%,.,-10%,-9%,-8%[9.22 µM],?
Epigenetic derep,-1.2%,1.1%,0.0%,-2.0%,-4.6%,-0.1%,7.8%,-2.2%,.,2.3%
NPSR antag,15%,2%[46.1 µM],-7%,-6%[46.1 µM],13%,20%,-28%,-27%[46.1 µM],.,8%
Luc counter,.,2%,3%,-2%,-1%,.,0%,4%,-3%[7.66 µM],-2%
RGS12 GoLoco inh,-2%,0%,-2%,2%,9%,1%,-1%,8%,-4%[14.2 µM],5%
JMJD2E inh,6%,21%,13%,?,?,0%,1%,8%,.,?

No new results follow: entries from further up.
5	CCn1cc(C2C(C(=O)Nc3cc(C)ccn3)=C(C)NC3=C2C(=O)CC(C)(C)C3)c(C)n1 (stereo unspecified)
6	COc1ccc(-c2csc(NC(=O)C3COc4ccccc4O3)n2)cc1OC (stereo unspecified)

assay / compound,5,6
IMPase Li inh,-4%,21%
RECQ1 inh,-7%,-19%
SMN2 splice enh,3%,.
Epigenetic derep,-4.6%,-0.1%
NPSR antag,13%,20%
Luc counter,-1%,.
RGS12 GoLoco inh,9%,1%
JMJD2E inh,?,0%

Additional records follow:
11	O=c1c2c3nc4ccccc4nc3n(-c3ccc4c(c3)OCCO4)c2ncn1CC1CCCO1 (stereo unspecified)
12	CCO[C@H]1OC(C(=O)NCc2ccccc2)=C[C@@H](C2CC2)[C@@H]1CCCO
13	O=C(COc1ccccc1)Nc1ccc2c(c1)nc1n2CCOC1
14	CC(=O)NCC1COc2ccccc2O1 (stereo unspecified)
15	COc1ccc(/C(N)=N/OC(=O)Cc2ccccc2)cc1
16	O=C(/C=C/c1ccc(F)cc1)c1ccccc1Br
17	O=S(=O)(Nc1ccc(-c2cnco2)cc1)c1ccccc1
18	CN=c1scc(C)n1/N=C/c1ccc(O)c(O)c1O
19	COc1cc(C=O)ccc1OCC(=O)N1CCCC1
20	Cc1ccccc1C(=O)Nc1ccc(N2CCN(C)CC2)nc1

assay / compound,11,12,13,14,15,16,17,18,19,20
IMPase Li inh,.,-4%,11%[38.3 µM],.,4%,15%,.,80%[activator][38.3 µM],2%,8%
RECQ1 inh,-3%,-9%,-12%,4%,-1%,-19%,-9%,10µM*,1%,-13%
SMN2 splice enh,.,.,3%,.,?,-8%,.,-1%,.,3%
Epigenetic derep,-5.4%,0.7%,-3.0%,0.0%,0.0%,11%,0.0%,-2.3%,-6.0%,-2.4%
NPSR antag,-11%[46.1 µM],11%,-10%[46.1 µM],19%,-17%[46.1 µM],-12%,21%,-19%[46.1 µM],-19%,7%
Luc counter,.,.,9%,.,-1%,1%,.,?,-3%,-6%
RGS12 GoLoco inh,.,6%,5%,-4%,5%,65%[activator],-5%,-1%,7%,9%
JMJD2E inh,0%,-4%,-1%,5%,-12%,-1%,2%,7.9µM*,?,3%

21	CC1CCN(S(=O)(=O)c2ccc(NC(=O)CCN3C(=O)c4ccccc4C3=O)cc2)CC1
22	CCOC(=O)C1CCCN(C(=O)Nc2ccccc2)C1 (stereo unspecified)
23	O=C(CSc1nnnn1-c1ccccc1)c1ccc(O)cc1O
24	Cc1ccc(S(=O)(=O)N2CCN(C(=O)CSC3CCCC3)CC2)c(C)c1
25	Cn1c(SCc2nnc(-c3ccccc3)o2)nc2ccccc21
26	CN(C)/C=N/C(=S)Nc1ccccc1Cl
27	Cc1ccc(C(=O)NNC(=O)c2cc3cc4ccccc4nc3s2)cc1
28	C#CCOCCOCCOCCNc1nc(N2CCN(C(=O)[C@H](CCCCN)n3cc([C@@H](N)CC(C)C)nn3)CC2)nc(N2CCN(C(=O)[C@H](Cc3cc4ccccc4[nH]3)n3cc([C@@H](N)Cc4ccc(O)cc4)nn3)CC2)n1
29	CCOC(=O)CCSCC(=O)Nc1nnc(C)s1
30	Cn1c(-c2ccccc2)cc(=O)c2ccccc21

assay / compound,21,22,23,24,25,26,27,28,29,30
IMPase Li inh,13%[38.3 µM],2%[38.3 µM],.,16%[38.3 µM],-6%,-11%,16%[38.3 µM],10%,22%[38.3 µM],-6%[38.3 µM]
RECQ1 inh,-13%,-4%,-5%,-4%,-3%,19%,-15%,-3%,-6%,i
SMN2 splice enh,-5%,2%,.,-30%,0%,9%,18%,.,6%,8%
Epigenetic derep,-0.2%,-0.2%,1.1%,-1.1%,6.9%,-0.2%,0.0%,1.6%,0.1%,-1.6%
NPSR antag,-25%[46.1 µM],6%[46.1 µM],-20%,-27%[46.1 µM],9%,7%,-4%[46.1 µM],-33%,-1%[46.1 µM],3%[46.1 µM]
Luc counter,-3%,-3%,.,-1%,9%,-8%,-4%,.,-2%,-2%
RGS12 GoLoco inh,8%,4%,-1%,8%,2%,1%,18%,2%,6%,1%
JMJD2E inh,7%,7%,-5%,3%,-20%,0%,?,-5%,9%,2%

31	CCCN1CNC(=S)N(c2cccc(C)c2C)C1
32	CCOc1ccc(NC(=O)CSc2n[nH]c(N)n2)c([N+](=O)[O-])c1
33	Cc1cc([N+](=O)[O-])c(C(C)(C)C)cc1N
34	CC(=O)Nc1ccccc1OCc1nnc(-c2ccc(Cl)cc2)o1
35	CCCCN(CCCC)C(=O)C1CC=CCC1C(=O)O (stereo unspecified)
36	COCCN1C(=O)C(O)=C(C(=O)c2cccs2)C1c1ccccc1 (stereo unspecified)
37	COc1ccc(-n2c(O)c(C=NCc3ccccn3)c3ccccc3c2=O)c(OC)c1
38	C=CCn1c(SCc2ccccc2)nc2scc(-c3ccc(C)o3)c2c1=O
39	Cc1ccsc1/C=N/n1c(-c2ccncc2)n[nH]c1=S
40	O=C(COc1ccccc1)Nc1ccccc1Oc1ccccc1

assay / compound,31,32,33,34,35,36,37,38,39,40
IMPase Li inh,-1%[38.3 µM],3%,-2%[38.3 µM],1%,16%,?,.,-4%[38.3 µM],1%,10%
RECQ1 inh,i,-5%,-10%,-5%,-9%,5%,18%,-1%,-7%,-3%
SMN2 splice enh,-12%,-14%,1%,?,.,-38%[inhibitor],.,-8%,-2%,2%
Epigenetic derep,2.8%,0.0%,0.8%,0.4%,-0.1%,0.9%,-2.8%,1.0%,0.1%,-1.5%
NPSR antag,4%[46.1 µM],5%,3%[46.1 µM],1%,16%,5%[46.1 µM],-9%,0%[46.1 µM],-9%,7%
Luc counter,0%,3%,-2%,-2%,-6%,-2%,.,0%,0%,-2%
RGS12 GoLoco inh,5%,-4%,-11%,2%,-3%,-8%,3%,-11%,7%,6%
JMJD2E inh,-1%,6%,3%,0%,7%,-2%,-1%,5%,?,3%

41	COC(=O)CC1C(C)(C)C(O)C2CC3=C4C=C(OC)OC(c5ccoc5)[C@]4(C)CCC3[C@@]1(C)C2=O (stereo partly specified)
42	COc1ccc(-c2ccc(SCC(=O)Nc3nccs3)nn2)cc1OC
43	Cc1ccc(S(=O)(=O)N(C)C)cc1NC(=S)Nc1ccc2[nH]c(=O)[nH]c2c1
44	O=C1CSc2ccccc2N1Cc1ccccc1F
45	CC(C)CCNC1=NCCCCC1
46	CCCCCCCCCC(=O)NNC(=O)c1c(O)c2ccccc2n(CCC)c1=O
47	CC1CCN(S(=O)(=O)c2ccc3ncn(CC(=O)N(C)C4CCCCC4)c(=O)c3c2)CC1
48	CCCCOc1ccc(C(=O)N/C(=C/C=C/c2ccccc2)C(=O)N2CCOCC2)cc1
49	Cc1ccc(-n2c(SCn3nnc4ccccc4c3=O)nnc2-c2cccnc2)c(C)c1

assay / compound,41,42,43,44,45,46,47,48,49
IMPase Li inh,17%,?,0%,1%[38.3 µM],-8%[38.3 µM],-6%,6%,7%,11%[38.3 µM]
RECQ1 inh,i,i,-5%,-6%,-4%,i,i,-6%,-5%
SMN2 splice enh,-9%,8%,7%,-14%,15%,.,.,-2%,-1%
Epigenetic derep,-1.3%,1.1%,1.1%,-0.9%,1.9%,-0.5%,0.9%,1.0%,0.6%
NPSR antag,.,?,12%,-5%[46.1 µM],10%[46.1 µM],-14%,-30%,-14%,?
Luc counter,-5%,0%,-2%,0%,-2%,1%,.,-3%,-5%
RGS12 GoLoco inh,3%,0%,7%,1%,-6%,-6%,8%,9%,54%[activator]
JMJD2E inh,-3%,-21%,2%,6%,-7%,0%,-15%,?,-15%

Records listed so far that bear a hit mark in RECQ1 inh.
no.	structure	IMPase Li inh	RECQ1 inh	SMN2 splice enh	NPSR antag	RGS12 GoLoco inh	JMJD2E inh
18	CN=c1scc(C)n1/N=C/c1ccc(O)c(O)c1O	80%[activator][38.3 µM]	10µM*	-1%	-19%[46.1 µM]	-1%	7.9µM*

This is a subset; the hit share may differ from the screen's.
